Assay outcomes (PubChem BioAssay)
MCF10A rerep: A quantitative high throughput screen for small molecules that induce DNA re-replication in MCF 10a normal breast cells; MCF 10A DNA re-replication, Hoechst nuclear intensity, 48 h; Potency, µM (series often up to 46.1 µM), without a hit: at the highest dose activity, positive = re-replication, actives largely listed as activators; 350,000 tested, 2.9% active; further: potency means the concentration at half of the fitted maximal effect; % of control where 0% means no effect; nearly all actives have a fitted effect of over 50% in size
A549 viability: Nrf2 qHTS screen for inhibitors: counterscreen for cytotoxicity; A549 ARE-Fluc cells, CellTiter-Fluor viability, 18-24 h; 390,000 tested, 0.16% active; Potency, µM (titrated, usually from 46 µM), for inactives: top-dose activity change, negative = cytotoxicity, most hits filed as inhibitors; further: potency means the concentration at half of the fitted maximal effect; on the % scale 0 is the no-effect control and ±100 the full control effect
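A549 ARE-Fluc cells in 5% FBS OPTI-MEM, 5000 cells/well, rested 2 h then exposed to compounds in concentration-response for 18-24 h at 37 °C. Viability by CellTiter-Fluor fluorescence (Ex 405/Em 525) after 30 min; luciferase luminescence (BugLite, 15 min, RT) read afterwards.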
HepG2 tox: qHTS for Inhibitors of TGF-b: Cytotox Counterscreen; HepG2 CAGA-GFP viability, ATP luminescence, 18 h; 410,000 tested, 0.76% active; Potency, µM (titrated, usually from 46.1 µM), inactives show top-dose activity change, negative = cytotoxicity, actives largely listed as cytotoxic; further: potency means the concentration at half of the fitted maximal effect; some results filed as inactive show a strong effect at the top dose
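CellTiter-Glo luminescence gave cytotoxicity after 18 hours at 37 degrees C. The cells were HepG2 CAGA-GFP in 1% FBS DMEM, stimulated with 500 pg/mL TGF-beta after compound addition. %Activity was normalised to no-cell wells (complete cell-killing) and DMSO (no toxicity), and curves were fitted and classified.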
IL-1B inflam inh: qHTS for Inhibitors of Inflammasome Signaling: IL-1-beta AlphaLISA Primary Screen; activity change, % at 57.5 µM; AID 743279, 2014; 360,000 tested, 4.7% active; THP-1 LPS/ATP IL-1B secretion, AlphaLISA, 16 h; active compounds read low; in the data active means activity change below about -50%; inconclusive means mostly about -30% to -49%; further: on the % scale 0 is the no-effect control and ±100 the full control effect
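THP-1 cells pretreated 1 hr with compounds (up to 57.5 uM final), then stimulated with LPS (250 ng/mL final) plus ATP (1.25 mM final); secreted IL-1B measured by AlphaLISA after 16 hr, decreased signal indicating inhibition.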
Nrf2 activator: qHTS of Nrf2 Activators; Potency, µM (titrated, usually from 46.1 µM), inactives show at the top dose activation, hits mostly activators; AID 624171, 2012; 410,000 tested, 0.31% active; AREc32 ARE-luciferase reporter (MCF7-derived line), luminescence, 24 h; further: potency means the concentration at half of the fitted maximal effect; % of control where 0% means no effect; nearly all actives have a fitted effect of over 65% in size
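Steps: seed AREc32_Fluc cells (1000/well, 5% FBS OPTI-MEM); incubate overnight at 37 deg C; add 23 nL compound; incubate 24 hr; add Steady-Glo; hold 30 min RT; read luminescence.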
ATXN viability: Viability Counterscreen for Primary qHTS for Inhibitors of ATXN expression; S2 cells (HEK-293 line with an ATXN2-luciferase reporter) viability, CellTiter-Fluor protease fluorescence, 24 h; Potency, µM (top dose mostly 56.7 µM), most hits filed as cytotoxic; 400,000 tested, 0.49% active; further: potency means the concentration at half of the fitted maximal effect; nearly all actives have a fitted effect of over 40% in size
ATXN2 expr inh: Primary qHTS for Inhibitors of ATXN expression. 360,000 tested, 0.72% active. HEK-293 ATXN2-luciferase reporter, luminescence, 24 h. Potency, µM (series often up to 57 µM), without a hit: at the top dose activity change, negative = inhibition, usual class: inhibitors; further: potency means the concentration at half of the fitted maximal effect; on the % scale 0 is the no-effect control and ±100 the full control effect; nearly all actives have a fitted effect of over 55% in size
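ATXN2-luciferase reporter cells (luciferase flanked by upstream and downstream ATXN2 gene portions) were treated 24 h at 37 °C with compounds at up to 57 uM. SteadyGlo luminescence gave expression; GF-AFC fluorescence gave viability.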
TGFb inhibitor: qHTS for Inhibitors of TGF-b; HepG2 CAGA-GFP TGF-b/SMAD3 reporter, GFP fluorescence, 18 h; TGF-beta stimulated, 500 pg/mL final; Potency, µM (series often up to 46.1 µM), for inactives: top-dose activity, negative = inhibition, most hits filed as inhibitors; 410,000 tested, 1.2% active; AID 588855, 2011; further: potency means the concentration at half of the fitted maximal effect; on the % scale 0 is the no-effect control and ±100 the full control effect; nearly all actives have a fitted effect of over 65% in size
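HEPG2 CAGA-GFP cells (1000/well, DMEM with 1% FBS) were pre-incubated 2 h at 37 degrees C, given compound by pin tool, then stimulated with TGF-beta at 500 pg/mL final for 18 h before per-cell GFP fluorescence imaging.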
Nrf2 block: Nrf2 qHTS screen for inhibitors; Potency, µM (titrated, usually from 46 µM), for the others: at the top dose activity change, negative = inhibition, most hits filed as inhibitors; 360,000 tested, 2.1% active; A549 ARE-Fluc reporter, luciferase luminescence, 18-24 h; further: potency means the concentration at half of the fitted maximal effect; on the % scale 0 is the no-effect control and ±100 the full control effect; nearly all actives have a fitted effect of over 60% in size
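Quantitative HTS in A549 cells stably bearing an antioxidant response element-firefly luciferase construct. Inhibition of Nrf2-driven transcription was scored by luminescence after 18-24 h of compound exposure at 37 °C.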
Numbers without * were called inactive; i = inactive; ? = inconclusive; nt = not tested or not shown; & = joins results of further samples; [ ] = dose if it differs, or a comment. Unless noted, the call rests on the fitted dose curve; in most records, active means well fitted curve in the direction sought with a large enough effect; inconclusive means small, poorly fitted or top-dose-only effect, or another doubt; inactive means no such curve, though single readings can be large; an effect the other way counts as inactive or inconclusive.

Below each compound – MCF10A rerep	A549 viability	HepG2 tox	IL-1B inflam inh	Nrf2 activator	ATXN viability	ATXN2 expr inh	TGFb inhibitor	Nrf2 block
CCOC(=O)c1sc(NC(=O)/C=C/c2ccc(F)cc2)nc1C
  1.4%	-1.4%	-20.4%	5.7	0.2%	i	-5.1%	37.9%[activator]	0.2%
N#Cc1ccccc1Sc1ccccc1C(=O)Nc1ccccc1
  -4.3%	1.4%	-0.9%	0.0	0.5%	i	-0.3%	0.0%	-8.2%
COc1ccc(C(=O)OCC(=O)c2ccccc2)cc1S(=O)(=O)N1CCOCC1
  2.0%	20.6%	2.6%	4.1	0.0%	i	1.6%	24.9%	11.5%
O=C(N/N=C/c1ccco1)c1cc([N+](=O)[O-])cc([N+](=O)[O-])c1
  -2.7%	1.6%	0.0%	43.2	17.9%	i	-9.4%	?	8.7%
O=C(CN1C(=O)S/C(=C\C=C\c2ccccc2)C1=O)NC1CCS(=O)(=O)C1 (stereo unspecified)
  6.7%	3.9%	-2.6%	?	?	i	26.5%	-9.6%	?
COc1ccc(Nc2nc(N(C)c3ccccc3)nc(N)c2[N+](=O)[O-])cc1
  1.0%	-1.6%	-1.2%	5.7	0.3%	i	20.3%	0.7%	1.6%
CCC(=C/c1sc2ccc3ccccc3c2[n+]1C)/C=C1\Sc2ccc3ccccc3c2N1C
  14.9%	-18.2%	-10.3%	-12.8	-0.4%	?	?	?	?
COC(=O)[C@H](CCSC)NC(=O)Nc1ccc(C)cc1
  6.5%	-14.8%	-12.0%	9.7	0.0%	i	11.4%	-7.8%	-10.2%
O=S1(=O)CCOCCCN1Cc1ccc(Cl)cc1
  -7.5%	2.0%	1.0%&-47.9%	12.9	3.6%	i	15.1%	-5.5%&-24.4%	4.9%
CN(C)CC(C)(C)CNC(=O)c1cc(=O)c2ccccc2o1
  2.5%	18.4%	5.6%	10.7	0.4%	i	13.1%	-10.1%	4.7%
CC1=C(C(=O)OCC(C)C)C(c2ccsc2)C2=C(CCCC2=O)N1 (stereo unspecified)
  -4.6%	-4.4%	-30.5%	-3.9	0.7%	i	-6.5%	-7.4%	2.7%
Cc1ccn2c(Nc3c(C)cccc3C)c(-c3ccc(Cl)s3)nc2c1
  nt	-2.0%	-23.5%	nt	5.3%	?	-15.5%	?	?
CCc1nnc2c3ccccc3nc(N3CCN(c4cc(C)ccc4C)CC3)n12
  nt	-9.2%	-1.6%	nt	1.6%	i	5.0%	-14.1%	-14.2%
NCCCC[C@H]1CNC(=O)C(=O)N1CC1CCCCC1
  0.2%	-5.8%	-1.8%	14.5	-1.3%	i	2.7%	?	-11.0%
COc1ccc(-c2cc(C(=O)Oc3ccc([N+](=O)[O-])cc3)c3ccccc3n2)cc1
  18.4µM*	-9.2%	-35.7%	5.9	0.2%	i	0.4%	8.1%	?

Grouped by structure: the entries above containing a Cl atom (2)
Below each compound – MCF10A rerep	A549 viability	HepG2 tox	IL-1B inflam inh	Nrf2 activator	ATXN viability	ATXN2 expr inh	TGFb inhibitor	Nrf2 block
O=S1(=O)CCOCCCN1Cc1ccc(Cl)cc1
  -7.5%	2.0%	1.0%&-47.9%	12.9	3.6%	i	15.1%	-5.5%&-24.4%	4.9%
Cc1ccn2c(Nc3c(C)cccc3C)c(-c3ccc(Cl)s3)nc2c1
  nt	-2.0%	-23.5%	nt	5.3%	?	-15.5%	?	?

New compounds follow:
Below each compound – MCF10A rerep	A549 viability	HepG2 tox	IL-1B inflam inh	Nrf2 activator	ATXN viability	ATXN2 expr inh	TGFb inhibitor	Nrf2 block
CCC(C)c1ccccc1NC(=O)c1cccc(-n2cnnn2)c1 (stereo unspecified)
  2.7%	10.1%	-13.1%	23.2	-0.2%	i	7.4%	1.1%	-12.8%
Cc1ccc(-c2cc3ccccc3nc2N2CCCC2)cc1
  ?	-1.2%	5.4%	25.2	-0.5%	i	-5.2%	-2.2%	nt
CCOCCCNC(=O)Cc1ccc(-n2c(CC)nc3cccnc32)cc1
  1.0%	5.6%	-11.6%	3.3	0.2%	i	19.5%	5.1%	2.1%
COc1ccc(C2NC(=O)N(C)C3=C2C(=O)N(c2ccc(Br)cc2)C3)cc1 (stereo unspecified)
  nt	-3.4%	-25.4%	nt	5.5%	?	-3.3%	4.3%	nt
O=C(COC(=O)C12CC3CC(CC(Cl)(C3)C1)C2)N1CCCCC1
  -11.0%	0.0%	-6.1%	-3.5	1.4%	i	12.6%	-1.9%	?
O=C(c1cc(-c2ccc(Cl)cc2Cl)on1)N1CCCC1
  2.2%	0.7%	9.2%	-64.0*	-0.9%	i	-37.8%	5.1%	26.5%
C=CCNC(=O)Nc1ccc(F)cc1F
  -0.1%	1.0%	-5.4%	-3.0	2.4%	i	nt	2.1%	?
CC1(C)CC(=O)C2=C(C1)N(CCN1CCOCC1)C1=C(C(=O)CC(C)(C)C1)C2c1ccc(Cl)cc1
  ?	-3.6%	-1.8%	-15.4	0.3%	?	-2.9%	10.7%	16.4%
CC1CCCC(NC(=O)c2n[nH]c(=O)c3ccccc23)C1C (stereo unspecified)
  -0.3%	-3.2%	-26.2%	15.2	4.6%	i	15.0%	-0.9%	11.4%
Cc1nn2c(=O)cc(CSc3ccccc3NC(=O)c3ccccc3)nc2s1
  -1.3%	1.6%	-10.7%	-11.6	-0.4%	i	-7.7%	4.2%	-13.8%
N#Cc1ccc(S(=O)(=O)N2CCN(C(=O)[C@@H]3CCCN3C(=O)c3cccs3)CC2)cc1
  -6.1%	-9.6%	-7.4%	7.9	-0.2%	i	-5.7%	-0.3%	1.8%
CCOc1ccc2[nH]c3c(NCCOC)ncnc3c2c1
  16.6%	9.2%	-15.0%	0.9	3.3%	i	5.0%	-16.2%	?
O=C(O)CC12CC3CC(C1)CC(n1ncc(NCc4ccccc4)c(Cl)c1=O)(C3)C2
  -12.9%	3.7%	14.6%	26.9	0.0%	i	-0.6%	15.7%	7.9%
COc1ccc(C)cc1NC(=O)Cn1cnc2sc(C)c(S(=O)(=O)N3CCOCC3)c2c1=O
  0.0%	-1.8%	-0.2%	-11.4	0.3%	?	3.5%	16.5%	?
COCCNC(=O)c1nn(-c2ccc(Cl)cc2)nc1CO
  nt	3.7%	-19.0%	nt	0.5%	nt	nt	-8.2%	7.5%
CCC(CC)c1nnc(NC(=O)CCN2C(=O)c3ccccc3C2=O)s1
  -1.8%	0.7%	44.0%	1.9	-0.5%	i	1.2%	0.0%	nt
CCC(C)NC(=O)C1CCC(CNS(=O)(=O)c2cccc3nsnc23)CC1 (stereo unspecified)
  3.9%	-2.4%&-6.3%	-17.1%&0.3%	4.8	-0.1%&-0.5%	i	5.1%&5.5%	11.4%&-3.9%	-7.0%&11.1%
Cc1ccc(NC(=O)CN2CCCN(Cc3cc(C)ccc3C)S2(=O)=O)c(Cl)c1
  nt	12.1%	-24.4%	nt	-0.9%	nt	nt	?	?
CC(=O)N1CCN(c2ccc(S(=O)(=O)N3CCCCC3)cc2[N+](=O)[O-])CC1
  -0.9%	-2.2%	-27.5%	6.2	-0.1%	i	-16.7%	-8.2%	?
CCOC(=O)c1ccc(NC(=O)c2cnc(N3CCCC3)nc2C)cc1
  nt	0.1%	-19.2%	nt	5.4%	?	-18.3%	-8.8%	nt
CCn1c(SCC(=O)NC2CCCC2)nc2c(c1=O)SCC2
  nt	nt	5.6%	31.9	0.2%	i	nt	0.0%	nt
COc1ccc(S(=O)(=O)NC(C)C(=O)NCc2ccccn2)cc1Cl (stereo unspecified)
  3.6%	8.1%	1.8%	30.4	2.8%	i	-8.3%	10.7%	2.9%
COCCCNC(=O)Cc1ccc(S(=O)(=O)N2CCOCC2)s1
  nt	-10.8%	1.4%	14.7	0.0%	?	2.9%	-20.5%	-3.6%
CCCC1NC(=O)c2cccnc2-n2c1nc1ccc(Cl)cc1c2=O (stereo unspecified)
  nt	nt	11.3%	-2.1	-0.2%	?	-6.4%	10.8%	nt
O=C(Cc1ccc(S(=O)(=O)N2CCOCC2)s1)Nc1ccccc1Br
  -1.2%	-8.5%	30.7%	10.9	0.0%	i	nt	13.6%	-26.0%
Cc1cc(=O)oc2ccc(OCc3ccccc3)cc12
  0.2%	7.9%	-32.1%	29.1	21.4%	i	12.1%	-16.8%	-29.8%
COc1ccccc1C(=O)Oc1cc(N)n(S(=O)(=O)c2ccc(C)cc2)n1
  12.6%	-16.2%	-27.5%	27.6	-0.5%	i	-19.1%	-11.6%	?
O=c1oc(C2(O)CCCCC2)cc2ccccc12
  3.4%	-0.4%	-2.2%	18.8	0.3%	i	4.4%	1.8%	-4.7%
COc1ccc(/C=N/Nc2cc(C)nc(N3CCOCC3)n2)cc1OC
  0.0%	-12.3%	-18.3%	-23.9	2.7%	i	32.2%	11.9%	27.5%
CCOc1c(Br)cc(C2C=C(C(=O)O)Nc3ncnn32)cc1OC (stereo unspecified)
  nt	0.8%	-3.7%	nt	-1.0%	i	5.2%	27.0%	13.1%
CCOC(=O)C1=C(O)/C(=C/c2cc(OC)c(O)c(OC)c2)SC1=Nc1ccc(OC)cc1
  16.4µM*	0.8%	-18.0%	-8.8	5.4%	i	nt	15.3%	8.5%
CCOc1cc(/C=C/C(=O)NCCc2ccc(S(N)(=O)=O)cc2)ccc1OCC(C)C
  18.5%	-14.4%	-2.5%	-8.5	0.8%	i	nt	-3.4%	0.0%
O=C(O)C1CCC(CNCc2ccncc2)CC1 (stereo unspecified)
  -1.3%	0.9%	17.5%	19.8	0.2%	i	14.8%	0.0%	6.8%
